TbMetRS inhib = Trypanosoma brucei MetRS inhibition; purified T. brucei MetRS, ATP depletion, Kinase-Glo luminescence; inhibition, % at 11.9 µM; 360,000 tested, 0.4% active; AID 624268;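 active = inhibition above a per-plate cutoff of the control wells' mean inhibition plus 3 SD, cut at about 5.5% in these data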;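 also: 0% = DMSO wells median and 100% = median of wells with control inhibitor compound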
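Assay system: T. brucei methionyl-tRNA synthetase, purified | Medium: HEPES buffer with MgCl2, KCl, DTT, spermine, BSA, pyrophosphatase | Compound: 11.9 µM single point | Incubation: 15 min enzyme-compound preincubation, 2 h reaction, 10 min detection, 25 °C | Measured by: Kinase-Glo luciferase luminescence reporting remaining unconsumed ATP | Measure: % inhibition normalized to control-well medians | Replication: Singlicate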
Scp-1 inhibitor = inhibitors of human Scp-1 phosphatase; 340,000 tested, 0.88% active; inhibition, % at 20 µM; Recombinant Scp1, phosphopeptide, malachite green phosphate absorbance; Q9GZU7;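 active = inhibition above about 50% at 20 µM, limit read from the data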;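 also: plate controls were DMSO wells with enzyme for no effect and wells lacking enzyme for full effect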
Target sequence (Q9GZU7 76-261 limits assumed): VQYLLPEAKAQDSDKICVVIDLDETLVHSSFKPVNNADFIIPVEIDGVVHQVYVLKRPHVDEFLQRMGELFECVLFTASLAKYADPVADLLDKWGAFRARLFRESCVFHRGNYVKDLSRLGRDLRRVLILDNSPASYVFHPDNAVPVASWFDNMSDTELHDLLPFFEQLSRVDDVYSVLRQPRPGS
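System: truncated SCP-1 phosphatase (76-261aa); medium: Tris acetate buffer pH 5.5 with MgCl2 and Tween-20; incubation: 45 min room-temperature reaction, 5 min colour, 30 min stabiliser; compound: single 20 µM dose, 1% DMSO; reagent: Phosphorylated 17-residue peptide substrate; read-out: % inhibition at 20 µM; technique: colorimetric free-phosphate detection, absorbance 630 nm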
CSN inh = inhibitors of human CSN-mediated cullin deneddylation | Q92905 | Purified CSN, SCF-Nedd8-OG deneddylation, fluorescence polarization | inhibition, % at 12.5 µM | 360,000 tested, 0.38% active | AID 651999;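 active = pattern-corrected inhibition above about 35%, with an unprinted fluorescence ratio check between 0.5 and 1.5, limit read from the data, passing the limit was not always enough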;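 also: 0% = enzyme with substrate and 100% = substrate without enzyme; some results filed as inactive read as strong as hits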
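Material: human Csn5 produced in HEK293T cells; Input: enzyme 0.24 nM; Reagent: SCFSkp2-Nedd8OG substrate at 10 nM final; Dosing: 12.5 µM compound; Incubation: 90 min reaction at room temperature; Detection: fluorescence polarization of the substrate; Evaluation: % inhibition of substrate cleavage by Csn5; Control set: substrate-only high control, full reaction low control.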
MsrA inhibitor = bovine MsrA inhibition | 360,000 tested, 0.75% active | inhibition, % at 15.5 µM | purified bovine MsrA, absorbance read-out; in the data active = inhibition above about 4.5%;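 also: 0% = vehicle wells with enzyme and 100% = reference inhibitor wells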
STEP block = inhibitors of human striatal-enriched phosphatase STEP | P54829 | recombinant STEP, OMFP fluorogenic substrate, fluorescence | inhibition, % at 20 µM | 360,000 tested, 0.25% active | AID 588621;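 active = inhibition at 20 µM, scaled per plate between control wells, above about 37%, limit read from the data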;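 also: 0% = DMSO with enzyme and substrate and 100% = substrate only without enzyme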
Target sequence (P54829 whole entry, looked up): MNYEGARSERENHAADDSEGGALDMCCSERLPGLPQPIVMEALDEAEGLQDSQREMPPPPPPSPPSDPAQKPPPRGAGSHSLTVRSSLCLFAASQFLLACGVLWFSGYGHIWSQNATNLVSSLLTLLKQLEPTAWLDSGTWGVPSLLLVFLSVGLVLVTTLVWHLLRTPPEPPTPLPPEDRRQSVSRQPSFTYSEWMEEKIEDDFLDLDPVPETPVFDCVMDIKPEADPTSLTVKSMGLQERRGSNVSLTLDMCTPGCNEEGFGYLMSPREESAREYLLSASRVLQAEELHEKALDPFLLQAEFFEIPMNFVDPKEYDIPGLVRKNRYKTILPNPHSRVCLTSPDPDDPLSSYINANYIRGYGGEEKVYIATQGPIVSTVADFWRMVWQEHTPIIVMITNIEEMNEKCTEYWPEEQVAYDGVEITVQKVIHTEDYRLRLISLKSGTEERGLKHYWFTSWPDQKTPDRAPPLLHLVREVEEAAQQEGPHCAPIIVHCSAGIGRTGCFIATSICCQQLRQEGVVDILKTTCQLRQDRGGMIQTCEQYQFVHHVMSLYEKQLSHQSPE
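System: isolated STEP enzyme; schedule: 20 min enzyme reaction at room temperature, protected from light; medium: Bis-Tris buffer pH 6.0, 2.5 mM DTT, 0.005% Tween 20; signal: fluorescence, 480/540 nm; dosing: single compound dose of 20 µM, 1% DMSO final; also added: OMFP substrate, 25 µM final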
SUMO1 PPI mod = modulators of human SUMO1-mediated protein-protein interactions. SUMO1 binding to a labelled peptide, TR-FRET, 1 h. inhibition, % at 20 µM. 360,000 tested, 0.33% active. AID 602429; in the data active = inhibition above about 37%
DNMT1 block = blocks human DNA methyltransferase DNMT1 | 360,000 tested, 0.83% active | DNMT1 molecular beacon, Hinp1I cleavage, fluorescence | inhibition (reported as % activation of signal), % at 10 µM; in the data active = inhibition above about 50%
Rpn11 block = blocks the human proteasome subunit Rpn11 | O00487 | human 26S proteasome, Ub4-pepOG fluorescence polarization; 20S core pre-blocked with epoxomicin | calls only at 20 µM | 360,000 tested, 0.59% active | AID 588493;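 active = inhibition at 20 µM, scaled to each plate's controls, above about 33%, limit read from the data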
Target sequence (O00487 whole entry, looked up): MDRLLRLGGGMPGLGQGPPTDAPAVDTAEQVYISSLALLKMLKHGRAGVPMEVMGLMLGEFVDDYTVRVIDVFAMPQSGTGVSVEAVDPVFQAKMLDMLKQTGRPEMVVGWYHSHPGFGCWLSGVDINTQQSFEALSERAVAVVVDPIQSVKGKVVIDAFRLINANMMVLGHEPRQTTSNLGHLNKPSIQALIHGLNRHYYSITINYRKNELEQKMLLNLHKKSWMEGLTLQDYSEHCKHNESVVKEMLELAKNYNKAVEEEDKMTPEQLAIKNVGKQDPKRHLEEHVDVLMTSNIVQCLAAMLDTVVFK
NadD block = NadD (S. aureus) enzyme inhibition; 360,000 tested, 0.78% active; inhibition, % at 20 µM; purified NadD enzyme, colorimetric absorbance read-out; in the data active = inhibition above about 26%; also: some compounds past the cut are filed as inactive
LMPTP inh = blocks human LMPTP phosphatase; P24666; recombinant LMPTP-A, OMFP fluorogenic substrate, fluorescence intensity; 360,000 tested, 0.22% active; inhibition, % at 20 µM;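 active = compounds that cut the enzyme signal by at least half of the control window in the single-dose screen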;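 also: plate controls were DMSO wells with enzyme plus substrate for no effect and substrate without enzyme for full effect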
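Test system: LMPTP-A phosphatase enzyme. Amount: LMPTP-A at 0.625 nM final in the reaction. Reagent: OMFP substrate, 400 µM final. Times: 50 min at room temperature. Signal: endpoint fluorescence intensity from OMFP dephosphorylation. Read-out basis: % inhibition. Benchmarks: no-enzyme and uninhibited controls.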
Active calls of the source: *; i = inactive. Hits appear at their usual frequency. About 3.9% of those tested had a hit in this group.

SMILES	TbMetRS inhib	Scp-1 inhibitor	CSN inh	MsrA inhibitor	STEP block	SUMO1 PPI mod	DNMT1 block	Rpn11 block	NadD block	LMPTP inh
COCc1[nH]nc2c1C1(C(=O)N(C)c3ccccc31)C(C#N)=C(N)O2 (centres undefined)	-0.6	-0.3	2.3	-1.2	-0.7	-4.0	-1.6	i	-2.4	-1.5
O=S(=O)(NN=C1CCCCCC1)c1ccc(Cl)cc1	-0.4	-1.3	-3.8	-0.8	-1.4	6.0	2.5	i	-4.3	-1.1
CC(C)(C)OC(=O)N1CCC(NC(=O)c2nc[nH]c2C(=O)NCC(=O)OCc2ccccc2)CC1	0.1	-0.3	-0.9	-0.5	2.5	-19.7	2.6	i	12.8	1.3
Cc1ccc(-c2noc(CN3CCC(C(N)=O)CC3)n2)cc1	-0.2	-2.9	-5.3	-1.3	0.8	-1.8	-3.5	i	4.8	-0.5
Cc1cccc(NS(=O)(=O)c2ccc(C)c(C(=O)N(C)C3CCN(C)CC3)c2)c1	-0.2	6.8	-0.1	1.0	0.1	7.3	-0.1	i	-0.3	-1.0
CCCC(=O)Nc1cc(C)c(NC(=O)c2ccco2)cn1	-0.4	-4.5	-0.2	-0.4	0.2	0.9	0.0	i	-3.2	0.4
C=CCn1c(SCc2c(C)noc2C)nc2sc3c(c2c1=O)CCC(C)C3 (centres undefined)	-2.8	0.4	1.3	1.7	4.8	1.9	-6.3	i	-0.3	3.9
O=S(=O)(Nc1ccncc1)c1cc(Cl)ccc1Cl	-0.3	-0.9	-4.2	-0.7	-2.9	-0.2	-0.1	i	-12.8	-0.9
Cc1ccc(-n2ncc3c2CCCC3NC(=O)CCCN2CCCCC2=O)cc1C (centres undefined)	0.9	-4.5	2.9	0.7	-2.2	2.8	-0.3	i	-0.8	-0.7
Cc1cccc(OCC(=O)OC(C)CN2CCCCC2)c1 (centres undefined)	0.1	-4.7	-1.5	-1.1	0.0	0.6	-2.0	i	-6.4	0.6
CNC(=S)N1CCc2ccccc2C1	-0.2	-4.6	-3.8	-1.0	-1.3	-0.5	3.0	i	-1.5	-0.6
NC(=O)CNC(=O)[C@@H]1CC2(CC(c3ccccc3)=NO2)CN1C(=O)c1ccc(Br)cc1 (some centres undefined)	-0.4	-5.8	-2.1	-0.8	2.2	4.2	4.7	i	1.6	-1.0
Cc1ccc(NC(=O)c2oc3c(c2C)C(=O)CC(C)(C)C3)cc1	-0.5	-6.1	-2.7	1.0	-0.4	-1.7	-3.8	i	-5.6	1.3
Cc1nnc(SCc2ccc([N+](=O)[O-])cc2)[nH]c1=O	0.0	-4.5	-6.6	0.6	3.7	-14.7	-0.1	i	1.9	-1.2
Cc1ccc(N=Cc2c(O)ccc3ccccc23)cc1F	-1.0	-4.6	-7.5	0.9	3.2	-6.4	1.4	i	-6.1	-0.1
NNC(=O)c1oc2nc(-c3ccco3)cc(-c3ccco3)c2c1N	2.6	-10.5	-1.0	2.3	1.5	-11.2	-5.4	i	17.5	3.6
CCOC(=O)c1cc(NC(=O)c2ccc(OC)cc2)c(=O)oc1-c1ccccc1	-0.5	-10.7	2.7	0.5	1.4	-15.2	-7.8	i	-5.5	1.8
CCCc1nc2ccccc2c(C(=O)OCC(=O)NC2CC2)c1CC	-0.1	-33.5	0.3	-0.6	2.3	0.9	1.0	i	-7.6	-0.6
Cc1cc(C)c2nc(N(CCCN(C)C)C(=O)c3ccc4c(c3)OCCO4)sc2c1	-0.6	5.3	0.0	0.5	-1.1	-11.7	-0.6	i	-2.6	-5.0
Cc1ccc(CCNC(=O)C2CCN(S(=O)(=O)c3cccc4cccnc34)CC2)cc1	0.2	-8.2	-4.8	-1.2	-1.9	-2.0	-0.4	i	-0.5	1.1
CCOC(=O)C1CN(S(=O)(=O)c2ccc(Cl)cc2)c2cc(S(=O)(=O)CC)ccc2O1 (centres undefined)	-1.5	-8.7	-0.4	1.6	-0.5	1.3	4.6	i	-6.2	3.4
O=S(=O)(Nc1ncnc2scc(-c3ccc(F)cc3)c12)c1cc(F)ccc1F	1.7	6.0	1.7	0.8	-1.9	0.7	-6.6	i	-6.4	0.0
CCOC(=O)c1ccc(NC(=O)CSc2nc3ncccc3[nH]2)cc1	1.2	0.0	-3.1	-1.1	-2.9	1.1	-3.1	i	-4.8	-0.2
CN(C(=O)c1cccc(NC(=O)Cc2ccc(NC(=O)C3CCN(C(=O)CCc4ccccc4)CC3)cc2)c1)C1CCCCC1	-0.9	-4.2	3.0	-0.1	-0.6	1.8	-7.2	i	15.3	2.8
CN(CC(=O)Nc1ccc(Cl)c(Cl)c1)C(=O)/C=C/c1ccc(F)cc1	-0.8	-1.2	-14.0	0.3	-1.5	-1.5	6.5	i	-4.0	-1.2
SMILES	TbMetRS inhib	Scp-1 inhibitor	CSN inh	MsrA inhibitor	STEP block	SUMO1 PPI mod	DNMT1 block	Rpn11 block	NadD block	LMPTP inh
Cc1ccc(S(=O)(=O)N2CCC(C(=O)OCC(=O)N(Cc3ccccc3)C(C)(C)C)CC2)cc1C	-0.6	-11.8	-2.0	-0.3	-1.5	1.0	-2.7	i	-5.2	5.8
Cc1ccc(S(=O)(=O)N2CCN(C(=O)CN3C(=O)c4ccccc4C3=O)CC2)c(C)c1	-0.1	4.1	0.2	-0.3	4.2	-9.0	-0.9	i	-2.8	-0.3
COc1ccc(C(=O)Nc2c(Cl)cc(Cl)cc2C(=O)N2CCOCC2)cc1	-0.7	-1.7	-1.0	-0.4	-1.7	1.3	0.2	i	-4.0	-1.0
COc1cccc(C(=O)Nc2ccc(N(C)C)cc2)c1OC	-0.4	-6.1	0.9	-0.1	0.6	-4.5	-1.3	i	-2.6	1.7
O=C(/C=C/c1ccccc1)NCCc1ccc2c(c1)OCCO2	-0.6	-3.7	2.3	1.2	-1.4	-4.3	-1.7	i	-0.6	-4.1
COc1ccc(Oc2c(C(F)(F)F)oc3cc(OCC(=O)O)ccc3c2=O)cc1	-0.6	-10.0	1.2	1.2	1.4	0.5	-0.6	i	-6.9	-2.1
Cc1cc(C2=NNC(=NCCc3ccccc3)SC2)c(C)n1CC1CCCO1 (centres undefined)	-0.1	-4.9	2.9	2.8	0.0	0.5	10.2	i	16.4	7.0
COc1ccc(S(=O)(=O)NCc2ccccn2)cc1Cl	-0.1	2.0	-4.8	-0.1	2.6	1.8	1.0	i	-1.0	-1.2
O=C(COC(=O)/C=C/c1cn(-c2ccccc2)nc1-c1ccc2c(c1)OCCO2)NC1CCS(=O)(=O)C1 (centres undefined)	0.8	-5.2	-0.6	1.5	-1.3	-6.3	-10.8	i	-17.5	4.4
CCCCSc1nn[nH]n1	-0.9	1.5	-0.7	-1.3	0.2	4.3	1.5	i	-0.6	-0.5
N#CC1=C2N=C(N)c3ccccc3N2C2=C(C(=O)CCC2)C1c1cccc(Cl)c1 (centres undefined)	-0.6	7.2	2.2	0.7	-0.6	-4.5	-4.8	i	9.3	0.9
Cc1cc(-c2ccc(N3CCOCC3)cc2)nc2ccccc12	-0.2	-3.1	-1.5	2.0	-1.8	-5.0	-5.9	i	0.2	27.2
COc1ccc(CCNC(=O)COC(=O)Cc2c[nH]c3ccccc23)cc1OC	0.1	-5.4	-2.7	-0.9	-0.4	2.8	-4.0	i	1.3	1.1
Nc1c(NC2CCCCC2)c2ccccc2oc1=O	-1.1	-4.3	0.3	0.3	-1.9	-7.9	-1.7	i	9.9	0.9
Cc1cccnc1NC(=O)CCNC(=O)c1ccc(Cl)cc1	-0.1	-6.9	3.4	-1.2	-1.6	2.3	2.2	i	-2.8	0.2
COc1ccc(CC(NC(C)=O)C(=O)NC2CCN(C(=O)c3cc(OC)c(OC)c(OC)c3)CC2)cc1 (centres undefined)	-0.2	-4.1	0.6	0.7	-1.8	-0.2	0.8	i	-1.5	-1.7
O=C(OCN1C(=O)c2ccccc2C1=O)c1cc(S(=O)(=O)N2CCOCC2)ccc1F	-0.3	-1.2	-2.5	-0.1	-1.1	-3.3	1.1	i	-4.9	0.3
O=C(CCn1cccc(C(F)(F)F)c1=O)Nc1cccc(C(F)(F)F)c1	-0.7	-13.3	3.1	0.1	1.8	0.0	9.3	i	-5.2	-0.1
Cc1ccccc1C(=O)N/N=C1\SCC(=O)N1Cc1ccco1	-0.7	-4.1	-5.4	0.4	-2.8	-0.6	2.8	i	1.8	-0.6
COc1cc(C(c2c(C)[nH][nH]c2=O)c2c(C)[nH][nH]c2=O)cc(OC)c1OC	-0.1	-14.7	-2.3	1.0	1.3	-2.4	-13.7	i	3.7	0.0
O=C(COC(=O)c1cncc(Br)c1)NCc1ccccc1Cl	-0.2	-8.6	-6.4	0.7	0.5	33.1	-2.2	i	-3.2	0.4
O=C(c1ccco1)N1CCN(S(=O)(=O)c2ccc(S(=O)(=O)NC3CCCCC3)cc2)CC1	0.3	-6.8	-5.2	-0.2	-2.5	1.5	0.4	i	-4.1	0.1
O=C(Nc1nn[nH]n1)c1cccc([N+](=O)[O-])c1	-0.6	-9.1	-6.7	-1.2	-3.6	-14.9	-3.8	i	-2.5	-2.4
O=C(CSc1nc2scc(-c3ccccc3)c2c(=O)[nH]1)Nc1ccccc1	-0.1	41.2	6.4	-0.1	-1.2	1.3	7.3	i	13.1	0.3
O=C1NN=COc2ccccc21	0.0	-14.6	-2.6	-0.2	-2.9	2.6	-0.4	i	-2.4	-1.2
CC1CCN(CCOc2ccc(OCc3ccccc3)cc2)CC1	0.1	-1.3	-1.5	1.9	-1.9	0.1	-0.7	i	-6.8	-2.7
COc1ccc(C(=O)CC(=O)C(=O)Nc2ccccc2C(F)(F)F)cc1	-0.8	-7.3	1.7	0.5	2.6	-10.8	8.7	i	4.3	1.0
Cn1cc(C(=O)N/N=C/c2cccs2)c2ccccc21	-0.3	0.2	-9.2	5.2*	4.6	-15.1	-1.8	i	0.5	-0.9

A few values from the entries so far.
Under NadD block, O=C(CCn1cccc(C(F)(F)F)c1=O)Nc1cccc(C(F)(F)F)c1 is entered as -5.2
Under TbMetRS inhib, Nc1c(NC2CCCCC2)c2ccccc2oc1=O is entered as -1.1

Screens deposited in PubChem by several laboratories.
